# Scp1 inh – Scp-1 phosphatase inhibitors, primary screen, biochemical, colorimetric, uHTS; Carboxy-terminal domain RNA polymerase II polypeptide A small phosphatase 1 (Homo …; Recombinant Scp1, phosphopeptide, malachite green phosphate absorbance; inhibition, % at 20 µM; hit rate 0.88% among 340,000;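 active = inhibition above about 50% at 20 µM, limit read from the data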;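 note: plate controls were DMSO wells with enzyme for no effect and wells lacking enzyme for full effect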
#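 Test system – truncated SCP-1 phosphatase (76-261aa) · Reagent – Phosphorylated 17-residue peptide substrate · Incubation – 45 min room-temperature reaction, 5 min colour, 30 min stabiliser · Detection – colorimetric phosphate reagent with accelerator and stabiliser, absorbance at 630 nm · Measure – % inhibition at 20 µM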
# STEP inh – STEP phosphatase inhibitors, primary screen, biochemical, fluorescence intensity, uHTS; recombinant STEP, OMFP fluorogenic substrate; inhibition, % at 20 µM; AID 588621, 2011; hit rate 0.25% among 360,000; Tyrosine-protein phosphatase non-receptor type 5 (Homo sapiens), P54829;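 active = inhibition at 20 µM, scaled per plate between control wells, above about 37%, limit read from the data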;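 note: 0% = DMSO with enzyme and substrate and 100% = substrate only without enzyme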
#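 Material: STEP (striatal-enriched tyrosine phosphatase) enzyme, cell-free | Medium: 50 mM Bis-Tris pH 6.0 with 2.5 mM DTT and 0.005% Tween 20 | Read-out: Percent inhibition scaled to no-enzyme and uninhibited-enzyme controls, plate-pattern corrected | Signal: Fluorescence read at 480 nm ex / 540 nm em | Times: 20 min reaction, room temperature, in the dark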
# SUMO1 PPI mod – modulators of SUMO1 protein-protein interactions, primary screen, biochemical, uHTS; Small ubiquitin-related modifier 1 (Homo sapiens), P63165; SUMO1 binding to a labelled peptide, TR-FRET, 1 h; inhibition, % at 20 µM; hit rate 0.33% among 360,000; AID 602429, 2012; in the data active = inhibition above about 37%
# Target sequence (P63165 whole entry, looked up): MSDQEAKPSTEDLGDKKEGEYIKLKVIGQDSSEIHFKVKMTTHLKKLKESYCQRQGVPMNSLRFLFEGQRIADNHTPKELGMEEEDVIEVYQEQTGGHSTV
# LMPTP inh – LMPTP phosphatase inhibitors, primary screen, biochemical, fluorescence intensity, uHTS; inhibition, % at 20 µM; AID 651560, 2012; hit rate 0.22% among 360,000; recombinant LMPTP-A, OMFP fluorogenic substrate; Low molecular weight phosphotyrosine protein phosphatase (Homo sapiens), P24666;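 active = compounds that cut the enzyme signal by at least half of the control window in the single-dose screen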;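 note: plate controls were DMSO wells with enzyme plus substrate for no effect and substrate without enzyme for full effect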
#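 Test system: LMPTP-A, protein tyrosine phosphatase of low molecular weight; Input: 0.625 nM enzyme; Incubation: 50 min dark incubation at room temperature; Signal: endpoint fluorescence intensity from OMFP dephosphorylation; Read-out basis: % inhibition versus control wells.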
# MsrA inhibitor – bovine MsrA enzyme inhibitors, primary screen, biochemical, absorbance, HTS | inhibition, % at 15.5 µM | purified bovine MsrA, absorbance read-out | hit rate 0.75% among 360,000; in the data active = inhibition above about 4.5%;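 note: 0% = vehicle wells with enzyme and 100% = reference inhibitor wells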
# eLon inh – inhibitors of E. coli Lon protease, primary screen, biochemical, fluorescence polarization. P0A9M0. purified E. coli Lon protease. inhibition, % at 7.94 µM. hit rate 0.42% among 360,000. AID 602123, 2011; in the data active = inhibition above about 13%, passing the limit was not always enough;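 note: 0% = enzyme with probe and DMSO and 100% = no enzyme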
# Target sequence (P0A9M0 whole entry, looked up): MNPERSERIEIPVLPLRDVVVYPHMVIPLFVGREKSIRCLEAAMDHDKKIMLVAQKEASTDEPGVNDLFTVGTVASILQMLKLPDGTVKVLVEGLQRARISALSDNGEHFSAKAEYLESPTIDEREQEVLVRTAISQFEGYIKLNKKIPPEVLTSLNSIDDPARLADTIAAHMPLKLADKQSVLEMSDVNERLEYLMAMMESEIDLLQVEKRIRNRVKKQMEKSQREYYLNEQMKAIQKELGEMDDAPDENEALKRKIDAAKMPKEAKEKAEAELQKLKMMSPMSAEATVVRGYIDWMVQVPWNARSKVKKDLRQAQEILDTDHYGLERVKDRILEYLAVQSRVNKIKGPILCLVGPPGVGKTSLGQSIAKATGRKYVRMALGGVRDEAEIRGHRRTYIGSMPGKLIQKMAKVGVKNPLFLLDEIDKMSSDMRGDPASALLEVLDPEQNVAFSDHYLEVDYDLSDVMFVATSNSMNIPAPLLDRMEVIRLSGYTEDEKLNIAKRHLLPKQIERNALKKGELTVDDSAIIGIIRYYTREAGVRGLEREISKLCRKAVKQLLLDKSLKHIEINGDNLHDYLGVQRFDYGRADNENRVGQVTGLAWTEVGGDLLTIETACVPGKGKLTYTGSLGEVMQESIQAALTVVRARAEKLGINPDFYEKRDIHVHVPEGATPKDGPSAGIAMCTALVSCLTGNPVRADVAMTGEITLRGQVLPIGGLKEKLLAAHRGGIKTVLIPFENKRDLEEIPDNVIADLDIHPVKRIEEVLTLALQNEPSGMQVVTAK
# NRP1-CendR mod – modulators of CendR peptide binding to NRP-1, primary screen, biochemical, fluorescence polarization, uHTS; FAM-RPARPAR peptide binding to NRP-1; inhibition, % at 25 µM; hit rate 0.85% among 360,000; AID 602438, 2012;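 active = inhibition or corrected inhibition above about 18%, plus a signal ratio from 0.5 to 1.5, limit read from the data, passing the limit was not always enough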; note: strong numbers were not always called active
# DNMT1 inh – human DNMT1 methyltransferase inhibitors, primary screen, biochemical, molecular beacon, fluorescence, HinP1I cleavage, uHTS; AID 588458, 2011; inhibition (reported as % activation of signal), % at 10 µM; DNA (cytosine-5)-methyltransferase 1 (Homo sapiens), P26358; hit rate 0.83% among 360,000; in the data active = inhibition above about 50%
# Tb MetRS inh – T. brucei MetRS inhibitors, primary screen, biochemical, luminescence. hit rate 0.4% among 360,000. methionyl-tRNA synthetase (Trypanosoma brucei brucei). inhibition, % at 11.9 µM. purified T. brucei MetRS, ATP depletion, Kinase-Glo luminescence;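 active = inhibition above a per-plate cutoff of the control wells' mean inhibition plus 3 SD, cut at about 5.5% in these data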;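 note: 0% = DMSO wells median and 100% = median of wells with control inhibitor compound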
#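 System: purified T. brucei MetRS enzyme / Detection: Kinase-Glo luciferase luminescence reporting remaining unconsumed ATP / Medium: HEPES buffer with MgCl2, KCl, DTT, spermine, BSA, pyrophosphatase / Replication: singlicate, one well per compound / Evaluation: percent inhibition relative to median high and low control wells / Schedule: 2 h aminoacylation at 25 °C after 15 min preincubation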
# bovine MsrA act – bovine MsrA enzyme activators, primary screen, biochemical, absorbance, HTS | purified bovine MsrA, absorbance read-out | activation, % at 10.6 µM | Methionine sulfoxide reductase A (Bos taurus) | hit rate 0.3% among 360,000 | AID 602163, 2012; in the data active = activation above about 7.5%;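 note: 0% = vehicle and 100% = reference activator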
# * hit, by the source's call; . = no result given. Rows were taken by chance; 4.3% or so of the library scored in one or more.
SMILES,Scp1 inh,STEP inh,SUMO1 PPI mod,LMPTP inh,MsrA inhibitor,eLon inh,NRP1-CendR mod,DNMT1 inh,Tb MetRS inh,bovine MsrA act
COCCN1C(=O)C(=O)/C(=C(/O)c2ccc(S(=O)(=O)N3CCCCC3)cc2)C1c1ccc(OC)c(OC)c1 (stereo unspecified),-2,1,-30,0.6,1.7,-8,5,-1,-0.2,-3
COc1ccc(C(C)(C)C)cc1NC(=O)Cn1cnnn1,-3,0,2,-0.3,-0.3,-4,8,-3,0.1,-5
CCOC(=O)N1CCN(CC(=O)Nc2ccc(F)c(F)c2F)CC1,-9,-4,4,0.4,0.7,0,10,1,-0.1,-3
O=C(CN1C(=O)/C(=C/c2cccc(Br)c2)SC1=S)NC1=NCCS1,-1,1,-10,-0.4,1.7,-13,-28,25,-0.6,-7
Cc1ccc(C2(C)NC(=O)N(CC(=O)NNC(=O)c3cc(C)oc3C)C2=O)cc1 (stereo unspecified),5,-2,-2,-1.5,0.0,-2,7,-4,-0.6,-6
CCOC(=O)CSc1nc2c(c(=O)n1-c1ccc(OCC)cc1)SCC2,-1,3,-3,-0.6,1.4,-4,3,3,-1.0,-2
O=c1c2c3c(sc2n(CCN2CCCC2)c(=O)n1Cc1ccccc1)CCCCC3,5,3,3,1.2,0.8,4,8,2,-0.2,0
O=C(CN1CCC(n2nnc3ccccc32)CC1)Nc1ccc2c(c1)CCC2,-1,-2,1,0.4,-0.6,-21,-4,-6,-0.3,1
CCc1ccc2c(c1)cc(CN(C(=S)Nc1ccccc1C)C1CC1)c1nnnn12,-5,-2,-1,-0.1,-0.6,-7,14,15,-0.6,-3
O=C(Nc1cccc(Cl)c1Cl)c1csc([C@@H]2O[C@H](CO)[C@@H](O)[C@H]2O)n1,.,0,1,-0.6,-0.8,-9,15,-5,-0.3,-1
Cc1ccc(OCCNS(=O)(=O)c2ccc(Cl)cc2)cc1,1,-2,3,0.1,0.6,8,9,-3,-0.5,1
Cc1sc2ccccc2c1CNC[C@H]1O[C@@H](n2cnc(C(N)=O)n2)[C@H](O)[C@@H]1O,-14,4,-3,-2.0,0.6,-3,2,2,-0.4,-2
CCOc1cc(OCC)cc(C(=O)NCCN2CCC(n3c(=O)[nH]c4ccccc43)CC2)c1,.,.,1,3.6,1.3,0,2,.,-1.0,-7
CN(C)CCn1nnnc1SCC1=C(C(=O)O)N2C(=O)[C@@H](NC(=O)Cc3csc(N)n3)[C@H]2SC1,14,-1,12,1.3,2.0,-3,-9,3,0.1,2
COc1c(C)cc(C(=O)C2CCCN(Cc3c(C)n(C)n(-c4ccccc4)c3=O)C2)cc1C (stereo unspecified),-6,-2,5,1.5,-0.1,-6,17,-1,-0.3,-7
CCCCCCN1C[C@@H](n2cc(COC(=O)c3ccccc3)nn2)[C@H](O)C[C@@H]1c1ccc(C)cc1,.,0,-3,2.2,0.2,-4,-7,0,-1.9,-4
CC(C)CC1NC(=O)N(CC(=O)Nc2ccccc2-c2ccccc2)C1=O (stereo unspecified),-5,0,-2,-1.0,-1.6,-2,-7,3,0.1,-1
O=C(O)C(c1ccccc1)N1C(=O)/C(=C\c2ccc(-c3cccc(Cl)c3)o2)SC1=S (stereo unspecified),47,31,76*,45,0.2,-110,-262,80*,-1.0,-7
Cc1cc(C)n2nc(C(=O)OCC(=O)NC3CCS(=O)(=O)C3)nc2n1 (stereo unspecified),.,-2,-2,-1.7,-1.6,-4,6,5,-0.2,0
Cc1cc(NC(=O)Nc2ccccc2[N+](=O)[O-])no1,5,-6,-13,0.6,-1.1,3,2,3,1.0,-2
CC(C)=N/N=C(/c1ccc([N+](=O)[O-])cc1)C12CN3CN(CN(C3)C1)C2,-3,-1,-8,-1.2,-0.2,4,13,0,-0.5,-3
COc1ccccc1C(=O)NC(=O)Nc1c(C)cc(C)cc1C,-7,0,2,-1.5,0.7,6,8,2,-1.1,-2
Cc1ccc(-n2c(O)c(C=Nc3ccc(S(=O)(=O)Nc4ncccn4)cc3)c3ccccc3c2=O)cc1C,-13,0,-3,2.2,0.5,2,15,-2,-0.1,1
O=C(CNc1cccc2ccccc12)N/N=C/C(Br)=C/c1ccccc1,-5,2,-14,1.2,2.4,3,8,-38,-0.2,0
COc1ccc(OC)c(S(=O)(=O)n2cccn2)c1,3,-1,4,-0.6,1.7,1,13,3,0.4,1
CC(C)N(C(=O)CSc1nc(COc2ccccc2)nc2ccccc12)C(C)C,18,0,-2,0.7,-0.8,-5,-6,-2,-0.6,-3
CC1CC1C(=O)Nc1nc2ccc(Cl)cc2s1 (stereo unspecified),-17,-3,3,1.0,-0.9,2,9,-7,0.2,-3
O=C(CCc1nnc2ccc(N3CCCC3)nn12)Nc1cc(F)ccc1F,-6,0,-5,0.2,-0.3,-3,18,-1,-1.0,-5
CCN(C(=O)CSc1nnc(-c2ccc(Cl)cc2)n1C)C1CCS(=O)(=O)C1 (stereo unspecified),6,-2,5,-0.6,-0.6,6,10,3,-1.7,-15
Cc1ccc2c(Cl)c(C(=O)Nc3nn[nH]n3)sc2c1,9,3,0,1.5,-0.8,-1,-6,0,-0.5,-9
Cc1ccc(N2CC(C(=O)N3CCOCC3)CC2=O)cc1C (stereo unspecified),10,0,-3,-0.6,-1.0,3,-6,-2,-0.5,0
Cc1ccc([C@@H]2C[C@H]3CN(Cc4cccc(Cl)c4)C(=O)[C@]34CCCN24)o1,-8,-1,-2,-0.3,0.7,-4,3,-3,-0.5,-3
O=C(Nc1ccccc1C(=O)NC1CCCCC1)c1ccccc1,-8,-4,2,1.0,-0.3,6,0,-2,0.0,-3
Cc1cccc(NC(=O)c2cnc3scc(C)n3c2=O)c1,-13,4,30,1.1,0.3,-9,10,1,-0.2,1
COc1cc(/C=C(\C#N)C(=O)N2CCc3ccccc32)ccc1O,-11,2,-16,-1.7,1.6,-45,-36,1,-0.1,-2
O=C(Cn1cnc2ccccc2c1=O)N1CCN(c2ccc(F)cc2)CC1,1,3,0,-1.1,0.2,-8,6,2,0.8,2
Cc1cc(NC(=O)C(C)Sc2nc(-c3cccs3)nc3ccccc23)no1 (stereo unspecified),7,4,-31,0.3,0.7,-12,-13,15,-0.2,-3
COc1ccccc1C1CCCN1Cc1nc(-c2ccc(C)s2)oc1C (stereo unspecified),-5,1,-2,1.8,0.9,-10,-22,-1,-0.2,3
COc1ccc(CCn2nnc(-c3ccc(NC(C)=O)c(Cl)c3)n2)cc1,0,-3,0,0.2,0.7,-5,-7,13,-2.0,-4
O=c1ccc(=O)n(CCc2ccccn2)[nH]1,-8,-3,-9,-2.4,0.3,2,5,0,-0.5,-3
Oc1c(Br)cc(Br)c(/C=N/n2c(-c3ccccc3)n[nH]c2=S)c1Br,-7,-5,20,1.1,0.9,11,-80,9,-0.8,2
Cn1c(SSc2ccc(-c3cccnc3)n2C)ccc1-c1cccnc1,-10,4,-1,-2.5,0.3,4,-3,-6,-0.3,4
Cc1ccc(S(=O)(=O)N2CCN(S(=O)(=O)N3CCCCC3)CC2)c(C)c1,0,0,1,0.4,-0.2,-1,0,2,-0.3,0
COc1ccccc1C(=O)NCCn1cc(SCC(=O)NCC2CCCO2)c2ccccc21 (stereo unspecified),4,2,-1,-0.3,0.2,-3,-1,2,-0.6,-7
C/C=C/C(=O)Nc1ccccc1Br,0,-1,0,-3.3,-0.3,-2,3,-1,-0.3,-6
OC1COC(OCC2OC(OCc3ccccc3)C(O)C(O)C2O)C(O)C1O (stereo unspecified),-1,-2,3,-0.1,0.6,5,2,-1,-0.9,-3
O=C(NCc1ccc2c(c1)OCO2)c1ccc2c(c1)C(=O)N(Cc1cccnc1)C2=O,-1,3,-16,0.5,0.2,-6,4,-1,-0.7,-3
O=C(O)c1ccc(Cn2cc(C(F)(F)F)ccc2=O)cc1,-2,-1,3,0.6,0.8,-1,-4,2,-0.5,-3
